Eya2 phos inh = Eya2 (human) phosphatase inhibition. O00167. recombinant Eya2, OMFP fluorescence dephosphorylation (OMFP is methylfluorescein phosphate). Potency, µM (top dose mostly 76.9 µM), without a hit: top-dose activity, negative = inhibition, usual class: inhibitors. 330,000 compounds, 0.006% hits. AID 488837; note: potency is the fitted concentration of half-maximal effect
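Eya2 protein (added as 0.2 uM solution) was preincubated with compound for 10 min at ambient temperature in 50 mM HEPES pH 7.5, 50 mM NaCl, 5 uM MgCl2, 0.05% BSA, 1 mM DTT. OMFP (added at 50 uM) then reacted 10 min; fluorescence read at 485/525 nm.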
USP2a inh = inhibitors of human ubiquitin-specific protease USP2a; USP2 core, Ub-CHOP2 coupled fluorogenic reporter, 485/531; 330,000 compounds, 0.01% hits; Potency, µM (titrated, usually from 38.3 µM), for inactives: at the highest dose activity change, negative = inhibition, actives largely listed as inhibitors; O75604;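 note: potency is the fitted concentration of half-maximal effect; plate controls were DMSO wells for no effect and full inhibition by NEM control for full effect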
Target sequence (O75604 whole entry, looked up): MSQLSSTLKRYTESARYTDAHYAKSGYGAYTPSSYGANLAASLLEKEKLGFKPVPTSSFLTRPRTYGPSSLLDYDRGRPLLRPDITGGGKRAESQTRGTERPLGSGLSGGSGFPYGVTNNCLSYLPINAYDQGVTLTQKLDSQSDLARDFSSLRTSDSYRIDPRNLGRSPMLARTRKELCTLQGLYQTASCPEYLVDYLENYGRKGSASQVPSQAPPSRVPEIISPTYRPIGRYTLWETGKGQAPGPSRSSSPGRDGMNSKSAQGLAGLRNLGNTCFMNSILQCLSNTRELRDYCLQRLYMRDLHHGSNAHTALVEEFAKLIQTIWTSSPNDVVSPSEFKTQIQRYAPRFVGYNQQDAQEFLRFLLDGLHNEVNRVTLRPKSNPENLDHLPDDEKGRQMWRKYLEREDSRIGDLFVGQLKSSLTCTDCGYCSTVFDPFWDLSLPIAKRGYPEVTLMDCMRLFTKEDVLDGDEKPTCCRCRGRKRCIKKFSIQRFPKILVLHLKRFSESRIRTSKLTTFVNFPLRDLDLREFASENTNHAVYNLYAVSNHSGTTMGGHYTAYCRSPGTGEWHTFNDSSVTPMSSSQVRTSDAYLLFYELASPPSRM
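Deubiquitinase activity read as fluorescence (485/531 nm) after Ub-CHOP2 cleavage activates the enterokinase reporter on its substrate; USP2 core 10nM, Ub-CHOP2 and substrate 25nM each, 30min compound preincubation then 60min RT; data normalized to NEM, curves fitted.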
BCR signal inh = inhibitors of chronic active B-cell receptor signaling | ABC-DLBCL IkBa-CBG/CBR reporter, luminescence ratio, 4 h | Potency, µM (highest dose often 46.1 µM), for inactives: at the top dose ratio change, negative = lower green/red ratio, most hits filed as inhibitors | 340,000 compounds, 0.05% hits | AID 493014; active = well fitted inhibition curve with a large enough effect in the signal ratio, with a control signal flat, not every such curve was filed as active; inconclusive = small, poorly fitted or top-dose-only effect, or effect the other way, or a change in a side signal; the % refers to the signal ratio;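 note: potency is the fitted concentration of half-maximal effect; plate controls were basal doxycycline-induced cells for no effect and cells given 10 µM MG132 for full effect; MG132 reads +100%, hits lower the ratio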
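Doxycycline induced both beetle luciferases in TMD8 lymphoma cells; IKK-driven degradation limits the IkappaBalpha-fused green signal, while red luminescence normalises for cell number and nonspecific effects. Compounds tested up to 46 uM, 4 hrs.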
GALK inh = galactokinase (human) inhibition; P51570; Purified GALK, Kinase-Glo residual ATP luminescence; Potency, µM (top dose mostly 57.5 µM), inactives show top-dose activity change, negative = inhibition, actives largely listed as inhibitors; 270,000 compounds, 0.007% hits; AID 1868; note: potency is the fitted concentration of half-maximal effect
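ATP-depletion format; final 35 uM ATP, 100 uM D-galactose, 5 nM enzyme; pH 8.0 HEPES/Mg2+ buffer; 60 min RT; luminescence read 10 min after detection reagent.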
uPA generation = cell surface uPA generation inhibition; cell surface uPA generation assay, qHTS; Potency, µM (top dose mostly 38.3 µM), for inactives: at the highest dose activity change, negative = inhibition, most hits filed as inhibitors; 330,000 compounds, 0.31% hits; AID 540303; active = well fitted inhibition curve with a large enough effect; inconclusive = small, poorly fitted or top-dose-only effect; inactive = no such curve, though single readings can be large or run the other way; tested in mouse RAW 264.7 cells; note: potency is the fitted concentration of half-maximal effect; nearly all actives have a fitted effect of over 55% in size
KCNH2 WT inh = blocks the wildtype human KCNH2 potassium channel | Q12809 | U2OS, BacMam KCNH2, thallium flux FluxOr; hits give low values | activity change, % at 1.84 µM | 340,000 compounds, 0.37% hits | AID 720551;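 active = maximum activity change below -70%; inconclusive = maximum activity change between -70% and -50%; inactive = maximum activity change above -50%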
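U2OS cells were transduced with wild-type KCNH2 virus (2.03 x 10^8 / mL) for 4 h at room temperature, then cultured overnight at 37 C. Thallium flux was read with FluxOr dye. Rate constants were normalized to DMSO controls.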
Coupling enz = inhibits coupling enzyme system, counter-screen for aldolase hits | coupling enzyme system counterscreen, AmpLite Red fluorescence | activity change, negative = inhibition, % at 58.2 µM, hits read low | 290,000 compounds, 0.67% hits | AID 2472; in the data active = activity change below about -30%
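Final compound at 57.5 uM, incubated 10 min at RT with coupling enzyme reagent (glyceraldehyde-3-phosphate), then 20 min with substrate and AmpLite Red detection. Fluorescence read at 525/598 nm; tests interference with the coupling assay, not aldolase inhibition.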
B2AR arrestin = recruits beta-arrestin to the human beta2-adrenergic receptor | P07550 | beta-arrestin recruitment to beta2AR, cell-based reporter | Potency, µM (titrated, usually from 46.1 µM), for the others: at the top dose activation, hits mostly activators | 330,000 compounds, 0.02% hits | AID 492947;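 note: potency is the fitted concentration of half-maximal effect; 0% = DMSO controls and full agonism = EC100 isoproterenol or metaproterenol; nearly all actives have a fitted effect of over 65% in size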
Target sequence (P07550 whole entry, looked up): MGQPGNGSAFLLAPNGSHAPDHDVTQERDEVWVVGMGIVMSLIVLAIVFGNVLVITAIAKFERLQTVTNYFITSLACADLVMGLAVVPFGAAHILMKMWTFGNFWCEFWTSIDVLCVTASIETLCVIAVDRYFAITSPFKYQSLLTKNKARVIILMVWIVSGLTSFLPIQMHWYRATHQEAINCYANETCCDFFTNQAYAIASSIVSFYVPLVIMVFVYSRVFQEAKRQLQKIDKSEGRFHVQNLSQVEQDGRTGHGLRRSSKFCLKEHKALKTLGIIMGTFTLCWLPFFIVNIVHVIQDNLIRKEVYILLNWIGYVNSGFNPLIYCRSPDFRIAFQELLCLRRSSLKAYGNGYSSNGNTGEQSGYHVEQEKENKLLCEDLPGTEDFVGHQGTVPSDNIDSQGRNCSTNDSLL
PKM2 activator = increases activity of human pyruvate kinase M2 | P14618 | purified PKM2, Kinase-Glo ATP luminescence, activation; response scale: 0% is enzyme alone, no compound | Potency, µM (top dose mostly 57.5 µM), for the others: top-dose activation, hits mostly activators | 260,000 compounds, 0.34% hits | AID 1631; note: potency is the fitted concentration of half-maximal effect; nearly all actives have a fitted effect of over 55% in size
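Purified hPK-M2 (>95% pure) converted ADP (0.1 mM final) to ATP with 0.5 mM PEP in 50 mM imidazole pH7.2, KCl, MgCl2, Tween 20, BSA; 1 h at room temperature. ATP detected by Kinase-Glo luminescence.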
KCNH2 3.1 inh = KCNH2 3.1 (human) potassium channel inhibition | U2OS KCNH2 3.1, thallium flux FluxOr; hits give low values | activity change, % (tested at about 1.8 µM) | 340,000 compounds, 0.95% hits | AID 720553;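 active = maximum activity change below -70%; inconclusive = maximum activity change from -70% to -50%; inactive = maximum activity change above -50%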;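 note: thallium influx rate constant from kinetic fluorescence after stimulation buffer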
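Kinetic fluorescence (2 min after stimulation buffer) measures Tl+ influx through KCNH2 3.1 expressed by viral transduction in U2OS cells; the rate constant is normalized against DMSO controls serving as positive and negative references.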
Giardia killer = Giardia lamblia killing; Giardia lamblia trophozoite viability; activity change, % at 7.66 µM, hits read low; 340,000 compounds, 0.15% hits; AID 540267; in the data active = activity change below about -80%; inconclusive = between about -30% and that limit;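 note: parasites exposed to compound for two days anaerobically before the ATP read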
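Trophozoites 100 cells/well + cpd; 48 hrs, 37 deg C, anaerobic. ATPLite 1-Step added, 15-30 min RT, luminescence read (ATP-based viability).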
Active calls of the source: *; ? = inconclusive; . = no result given; [ ] = another dose, or the depositor's remark. Unless noted, calls come from the whole dose curve; as a rule, active = well fitted curve in the direction sought with a large enough effect; inconclusive = small, poorly fitted or top-dose-only effect, or another doubt; inactive = no such curve, though single readings can be large; an effect the other way counts as inactive or inconclusive. Unless noted, % is set by controls: 0 for no effect and ±100 for the full control effect. Rows are unselected. About 2.4% of those tested had a hit in this group.

canonical_smiles	Eya2 phos inh	USP2a inh	BCR signal inh	GALK inh	uPA generation	KCNH2 WT inh	Coupling enz	B2AR arrestin	PKM2 activator	KCNH2 3.1 inh	Giardia killer
Cc1coc2cc3oc(=O)c(CCC(=O)NCCCN4CCCC4=O)c(C)c3cc12	-11%	-3%	-3%	.	1%	3	-1	-1.3%	-8%	-39	1
O=C(OCC(=O)N1CCC(c2ccccc2)=N1)c1ccc([N+](=O)[O-])s1	0%	4%	6%	.	?	6	.	0.0%	.	-36	15
Cc1nc2cc(CO)ccc2n1C	-4%	-6%	10%	3%	4%	3	-1	0.1%	-1%	6	7
COc1cc(OC)cc(C(=O)N2CCN(Cc3ccccc3[N+](=O)[O-])CC2)c1	3%	-1%	-16%	10%	-1%	6	3	3.7%	-10%	23	2
Cc1nnc(SCC(=O)NC2CCCC2)n1C(C)C	-3%	2%	-1%	1%	4%	-4	.	-0.1%	0%	0	-7
C=CCn1c(SCC(=O)NC)nc2sc3c(c2c1=O)CCC3	-20%	-5%	?	0%	-6%	-6	3	0.2%	7%	-2	-13
CCOc1ccccc1CN1CCN(C2CCN(c3ccccc3F)CC2)CC1CCO (stereo unspecified)	12%	1%	-5%	5%	-10%	14	4	0.1%	-5%	-12	2
O=C(NC1CC1)c1ccc2c(c1)NC(=O)c1ccccc1S2	13%	0%	?	2%	.	.	0	-0.9%	11%	.	.
COc1cc2c(cc1OC)CN(C(=O)c1cccs1)CC2	3%	0%	0%	-1%	-3%	-1	-5	-0.4%	15%	5	-13
Cc1oc(-c2cccc(Cl)c2)nc1CS(=O)(=O)CC(=O)NCCN1CCCC1	-17%	0%	?	.	1%	3	1	0.6%	-1%	4	-1
CC/C(=N\O)c1ccc(O)c(OC)c1	-9%	2%	-6%	1%	3%	-3	1	-0.1%	0%	8	-2
CN1CCN(NC(=O)/C=C/c2ccc(Br)cc2)CC1	1%	0%	3%	-6%	7%	17	.	0.3%	0%	7	-7
COc1ccc(-c2nc(N)n(C(=O)c3ccco3)n2)cc1	3%	-4%	18%	-1%	-1%	5	1	0.4%	-2%	-2	3
CSCc1ccc(C(=O)N2CCC(N3CCC(C(=O)NC(C)C)CC3)CC2)o1	-7%	1%	6%	3%	0%	1	1	0.9%	0%	-21	-2
O=C(CCS(=O)(=O)c1ccc(Cl)cc1)NC1CCCC1	-7%	4%	0%	.	1%	-5	.	0.1%	.	-27	-11
CC1CCCC(NC(=O)Cn2cc3c(n2)CCCCC3)C1C (stereo unspecified)	-8%	0%	-19%	1%	17%	-2	3	-0.1%	-1%	-2	14
Cc1cc(C)c(S(=O)(=O)N2CCCOC2CNC(=O)C(=O)NCCc2c[nH]c3ccccc23)c(C)c1 (stereo unspecified)	3%	-1%	-2%	1%	3%	-4	1	5.7%	5%	4	37[activator]
COc1ccc(-c2cc(-c3ccc(C)cc3)n[nH]2)c(O)c1	-23%	-7%	?	.	2%	-2	-8	-0.7%	.	-14	-2
Cc1ccc([N+](=O)[O-])cc1N=C(c1cccc([N+](=O)[O-])c1)N1CCOCC1	-11%	1%	-8%	-1%	4%	0	0	-0.2%	-3%	12	1
CC(=O)Nc1ccc(S(=O)(=O)N2CCN(CCCOc3cc(C)ccc3C)CC2)cc1	-21%	2%	-1%	-1%	.	-12	-3	-1.5%	15%	-10	7
CC(C)(C)c1ccc(C(=O)Nc2cccc3ncccc23)cc1	1%	9%	?	0%	-7%	-5	-4	-0.1%	6%	-12	7
c1ccc2cc(OCCOCCOc3ccc4ccccc4c3)ccc2c1	9%	-1%	-3%	4%	2%	-11	1	-0.1%	2%	6	-13
COCCN1C(=O)c2ccccc2C(C(=O)NCC2CCCO2)C1c1c[nH]c2ccccc12 (stereo unspecified)	-1%	-1%	4%	0%	4%	-6	0	-0.2%	-2%	-8	9
Cc1ccc2nsnc2c1S(=O)(=O)Nc1ccccc1C(=O)O	13%	2%	0%	1%	10%	1	3	0.4%	.	7	12
CCOc1cc2[nH]c(=S)n(C(C)C)c(=O)c2cc1OCC	5%	0%	?	3%	3%	1	0	-1.1%	-9%	3	-13
COc1cccc(/C=N/NC(=O)C(=O)N2CCCC2)c1OC	-4%	0%	-7%	-1%	2%	-8	2	0.1%	-4%	-8	10
N#Cc1ccc(N2Cc3ccccc3C2=NC(=O)c2cccs2)cc1	-1%	0%	?	-2%	0%	-10	1	0.0%	-3%	-13	-14
Cc1ccc(-c2nnc(Sc3nc4ccccc4o3)c3ccccc23)cc1	-18%	1%	?	5%	4%	-8	-3	-0.3%	1%	0	27
CCC/C=N/Nc1nc2ccccc2s1	-13%	2%	?	2%	3%	-3	1	-0.2%	-8%	11	13
CN(C)N1C(=O)CC(C)(c2ccc([N+](=O)[O-])cc2)C1=O (stereo unspecified)	7%	1%	3%	.	2%	-13	.	-0.2%	.	-14	20
COc1ccc(-c2nnn(CC(=O)c3c[nH]c4ccccc34)n2)cc1OC	1%	3%	?	-4%	-6%	5	2	-0.2%	4%	8	-4
COCCCC1CCN(Cc2nc(Cc3ccccc3Cl)no2)CC1	-12%	0%	-1%	4%	-5%	-20	-1	13%	-6%	-5	14
O=S(=O)(c1cc(Cl)ccc1Br)N1CCOCC1	-8%	0%	?	0%	2%	0	3	-0.1%	6%	-5	-6
COc1ccc(/C=N/N=C2/NC(=O)C(c3ccccc3)S2)c(OC)c1 (stereo unspecified)	-15%	1%	-3%	1%	1%	-5	-1	-0.1%	-12%	8	-12
CC1CC(C)CN(CCCNC(=O)COc2cc(=O)n(C)c3ccccc23)C1 (stereo unspecified)	-7%	0%	-9%	2%	.	-7	11	0.5%	-19%	15	6
COC(=O)c1[nH]nc2c1C(=O)N(C1CCCCC1)C2=O	-4%	0%	?	0%	-2%	-5	2	-0.4%	0%	-4	17
COc1cc(C(=O)Oc2cccc(C=O)c2)cc(OC)c1OC	4%	3%	-9%	0%	2%	-11	1	0.5%	17%	16	-26
CCOC(=O)c1c(C)[nH]c(C(=O)NCc2ccco2)c1C	4%	-2%	2%	-2%	.	.	-2	-0.1%	0%	.	.
Cn1cnnc1SCC(=O)c1ccco1	-4%	3%	0%	3%	-6%	3	0	0.1%	-1%	15	8
Cc1cc(C(=O)Nc2cc(C)n(Cc3ccc(Cl)cc3)n2)no1	2%	0%	0%	3%	.	10	3	-0.7%	2%	-10	10
CC(C)c1ccc(OCC(=O)NC2CC(C)(C)NC(C)(C)C2)c(Br)c1	-14%	2%	7%	-5%	?	-2	.	0.0%	6%	-12	-12
Cc1ccc(NC(=O)c2cccc(S(=O)(=O)N3CCCC3)c2)nc1	14%	-1%	?	.	-3%	23	.	-0.2%	.	1	-9
O=C(NCC1CCN(Cc2ccccc2F)CC1)Nc1ccccc1F	-9%	2%	0%	1%	0%	45	3	-0.9%	.	-4	?
O=C(CSc1nnc(C2CC2)n1CC1CCCO1)Nc1cccc(Cl)c1 (stereo unspecified)	-2%	2%	?	5%	-1%	5	0	0.0%	.	5	-17
COc1ccc(CC(=O)NCC2CCCN(Cc3ccc(OC(F)(F)F)cc3)C2)cc1 (stereo unspecified)	10%	-2%	0%	7%	1%	34	4	-0.2%	-6%	-41	-18
Cc1ccc(SCC(=O)Nc2cc(S(=O)(=O)N3CCCCC3)ccc2C)cc1	6%	-6%	?	.	-3%	7	.	-0.2%	.	-2	3
Cc1ccc(C)c(NC(=O)CN(C)C(=O)c2cccc(S(=O)(=O)N(C)C)c2)c1	-6%	1%	2%	14%	-4%	-8	9	-0.9%	2%	-4	4
O=C(O)/C=C/c1ccc(S(=O)(=O)N2CCN(CCN3C(=O)C4C5C=CC(C5)C4C3=O)CC2)cc1 (stereo unspecified)	8%	0%	?	-1%	-3%	-6	2	0.2%	13%	-1	-8
Cc1cccc(C)c1Nc1nnc(SCC(=O)Nc2sccc2C#N)s1	-3%	1%	0%	0%	-2%	-4	0	2.3%	-3%	-6	-4
CC1CCCN(C(=S)SCC(=O)c2cc(Br)cc(Br)c2O)C1 (stereo unspecified)	-2%	2%	1%	-2%	0%	-13	-13	0.1%	0%	11	-2
Cc1nn(C)c2ncc(C(N)=O)c(Oc3cccnc3)c12	?	-2%	-3%	.	0%	-6	3	-0.2%	-2%	9	-30
CCCN(Cc1nnc(-c2cccs2)o1)C(=O)c1cc(S(=O)(=O)N2CCOCC2)ccc1C	-1%	-1%	-3%	.	-11%	1	.	0.4%	.	12	-3
